MITF TRPM1 HTS = increases MITF-driven TRPM1 promoter luciferase signal; SK-MEL-5 TRPM1-promoter luciferase, 24 h; % of positive control, neutral wells = 0; activation, % at 12.5 µM; hit rate 0.75% among 300,000; AID 588334;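 active = mean activation of at least 80% with every replicate also reaching 80%; inconclusive = mean reaches 80% but some replicate falls short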;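 also: 0% = neutral control wells and 100% = parthenolide positive control wells; values of inactives mirror those of a sister screen read the other way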
CDK5 p35 inh = inhibitors of human CDK5/p35 kinase | hit rate 0.01% among 330,000 | inhibition, % at 10 µM | Q00535+Q15078 | Recombinant CDK5/p35, ADP-Glo luminescence, 60 min;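 active = highest replicate inhibition of at least 50% and at least 75% of replicates reaching 50%; inconclusive = only one of the two criteria met; inactive = both criteria failed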;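 also: plate controls were DMSO neutral control for no effect and GW8510 at 10 µM for full effect; many of its hits are not listed in these tables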
Target sequence (Q00535 whole entry, looked up): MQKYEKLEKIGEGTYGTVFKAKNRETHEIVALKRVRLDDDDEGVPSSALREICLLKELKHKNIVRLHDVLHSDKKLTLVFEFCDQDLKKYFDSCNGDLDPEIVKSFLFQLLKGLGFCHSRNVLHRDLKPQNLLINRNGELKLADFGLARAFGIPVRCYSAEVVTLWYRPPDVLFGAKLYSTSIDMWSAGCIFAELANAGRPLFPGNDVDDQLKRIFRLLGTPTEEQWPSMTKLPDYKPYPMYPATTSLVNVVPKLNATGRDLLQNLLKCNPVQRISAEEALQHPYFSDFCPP
Target sequence (Q15078 whole entry, looked up): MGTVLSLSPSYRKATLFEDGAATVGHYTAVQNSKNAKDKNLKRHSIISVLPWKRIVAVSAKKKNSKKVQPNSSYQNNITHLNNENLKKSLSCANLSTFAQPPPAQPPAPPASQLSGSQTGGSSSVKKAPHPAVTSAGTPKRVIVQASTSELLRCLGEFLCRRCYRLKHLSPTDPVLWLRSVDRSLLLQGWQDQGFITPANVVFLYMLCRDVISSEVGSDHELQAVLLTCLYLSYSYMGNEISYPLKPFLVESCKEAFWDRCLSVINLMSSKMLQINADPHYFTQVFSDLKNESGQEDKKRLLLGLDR
Arr AP2 block = human beta-arrestin and AP2 interaction inhibition; hit rate 0.31% among 340,000; AID 504490; FITC-arrestin peptide / GST-AP2 beads, flow cytometry; AP2 beta2 appendage carries R879A mutation; inhibition, % at 10 µM;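 active = inhibition above a set limit, near 3 SD of compounds lacking own fluorescence, cut at about 54% in these data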;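 also: plate controls were DMSO wells for no effect and 5 µM unlabelled arrestin peptide for full effect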
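System: GST-AP2 R879A glutathione beads | Also added: FITC-arrestin peptide, 50 nM | Times: 12 min plus 1 h, RT | Signal: Bead flow cytometry, FITC channel | Buffer or medium: PBS with 0.05% Tween 20 and 0.1% BSA | Read-out basis: Percent drop in bead-associated FITC signal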
DSG3 Ab inh = human desmoglein-3 autoantibody binding inhibition | binding (percent of control), % at 10 µM | P32926 | hit rate 0.48% among 310,000 | DSG3-coupled beads, scFv-anti-DSG3-GFP binding, flow cytometry; stronger effect = lower value | AID 588358;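 active = binding more than 3 SD below its plate's average and above zero; inconclusive = below that plate limit but binding exactly zero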;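 also: hits lower antibody fragment binding to DSG3; some compounds called inactive have numbers as strong as hits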
Mot1-301 SUMO = inhibitors of SUMOylation pathway: yeast Mot1-301 growth rescue | S. cerevisiae Mot1-301 growth rescue, ATP luminescence, 38.5C; percent above DMSO median, 100 means doubled | growth rescue, % at 18.8 µM | hit rate 1% among 320,000 | AID 2716;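 active = every valid replicate shows activation above 250% relative to neutral control wells; inactive = the rest, any valid replicate at or below 250%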;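 also: OY570 slx delta 5 strain wells were the positive control but not used for scaling; some compounds called inactive have numbers as strong as hits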
PKA-R1A activ = PKA-R1A complex activation; PKA-R1A dissociation, Cy5-IP20 fluorescence polarization; scaled: DMSO 0%, 113 µM cGMP 100%; hit rate 0.083% among 340,000; activation, % at 11.4 µM;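 active = percent activation above the mean of all tested compounds plus 3 SD, cut at about 19% in these data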;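 also: higher means more PKAc released from R1A so a rise in polarization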
PKA-R2B act = PKA-R2B complex activation; PKA-R2B holoenzyme dissociation, Cy5-IP20 fluorescence polarization; R2B truncated from residue 108, S112A mutant; 0% DMSO only, 100% 113 µM cGMP; activation, % at 11.4 µM; AID 504700; P22694+P31323; hit rate 0.079% among 340,000;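 active = activation above a cutoff set at the mean over all compounds plus 3 SD, cut at about 18% in these data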;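 also: higher means more holoenzyme dissociation and a rise in polarization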
dFosB act = enhances mouse delta FosB homodimer DNA binding. P13346. purified delta FosB, TAMRA-CDK5 oligo fluorescence polarization; percent of positive-control signal above neutral wells. activation, % at 25 µM. hit rate 0.99% among 340,000;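 active = mean activation above about 17%, with every replicate also reaching it, limit read from the data, passing the limit was not always enough; inconclusive = only one of the two conditions met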;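 also: fluorescence polarization rise as delta FosB binds a TAMRA Cdk5 AP-1 oligo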
Target sequence (P13346 whole entry, looked up): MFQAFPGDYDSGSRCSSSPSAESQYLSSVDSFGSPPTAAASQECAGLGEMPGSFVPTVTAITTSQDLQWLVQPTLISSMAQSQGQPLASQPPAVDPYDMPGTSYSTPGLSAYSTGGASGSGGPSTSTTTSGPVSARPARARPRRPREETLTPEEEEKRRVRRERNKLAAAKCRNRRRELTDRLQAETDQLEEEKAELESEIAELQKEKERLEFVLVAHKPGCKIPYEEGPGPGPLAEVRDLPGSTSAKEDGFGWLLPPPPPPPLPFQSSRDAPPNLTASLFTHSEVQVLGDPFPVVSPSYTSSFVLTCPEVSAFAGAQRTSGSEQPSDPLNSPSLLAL
SR-BI uptake up = activators of SR-BI mediated HDL lipid uptake | activation, % at 12.5 µM | CHO ldlA[mSR-BI] cells, DiI-HDL uptake fluorescence, 3 h; 100 = double the neutral-control signal | hit rate 0.096% among 320,000 | AID 504775;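 active = mean replicate activation of at least 60% and every replicate at or above 60%; inconclusive = mean or all-replicate condition met, but not both; inactive = mean below 60% and not all replicates reaching 60%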;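 also: 0% = median plate neutral-control signal and 100% = twice that signal; values of inactives mirror those of a sister screen read the other way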
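Test system: SR-BI-overexpressing, LDLR-lacking CHO cells; Medium: Ham's F12 with 0.5% BSA, HEPES 25 mM, pH 7.4; Schedule: 3 h, 37 °C; Technique: bottom-read fluorescence, 550/595 nm.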
SR-BI HDL uptake = inhibitors of mouse SR-BI mediated HDL lipid uptake. Q61009. ldlA[mSR-BI] CHO cells, DiI-HDL uptake fluorescence, 3 h. inhibition, % at 12.5 µM. hit rate 0.96% among 320,000. AID 488896;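 active = mean replicate inhibition of at least 70% and a set share of replicates each scoring 70 or more; inconclusive = meets just one of the two criteria; inactive = fails both criteria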;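 also: 0% = median of neutral control wells and 100% = median of positive control wells; values of inactives mirror those of a sister screen read the other way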
NSD2 inh = blocks human histone methyltransferase NSD2; NSD2 peptide methylation, AlphaScreen, 120 min; O96028; hit rate 0.54% among 310,000; inhibition, % at 12.5 µM; in the data active = inhibition above about 50%
* hit, by the source's call; ? = inconclusive; nt = not tested or not shown; & = joins results of further samples. No enrichment for hits; about 4.7% have a hit in one of these screens.

SMILES	MITF TRPM1 HTS	CDK5 p35 inh	Arr AP2 block	DSG3 Ab inh	Mot1-301 SUMO	PKA-R1A activ	PKA-R2B act	dFosB act	SR-BI uptake up	SR-BI HDL uptake	NSD2 inh
COc1ccccc1NC(=O)N(Cc1cccs1)Cc1cc2cc3c(cc2[nH]c1=O)OCO3	-30	-2.2	0	93	-9	-12	-9	3	-39	39	0
Cc1ccc(NC(=O)c2csnn2)c(C)c1	nt	0.6	11	100	-3	-4	0	5	6	-6	-2
CCCCNC(=O)NNC(=O)c1ccco1	0	0.2	5	112	1	4	-9	1	27	-27	-2
CN(CC(=O)Nc1ccc(Cl)c(C(F)(F)F)c1)C(=O)Cc1ccsc1	2	1.4	6	121	6	-9	-9	-8	1	-1	0
COc1ccccc1C1C(C#N)=C(N)Oc2cc(C)n(CCCn3ccnc3)c(=O)c21 (configuration not stated)	-4	-0.1	-1	nt	-29	6	8	-4	-9	9	5
Cc1cc(C(=O)OCC(=O)NC(C)C)c(C)o1	3	0.0	-7	94	-18	-8	2	4	13	-13	-3
Cc1ccc(SC[C@H](Cc2ccccc2)N2CC[C@@H](C)CCC2=O)cc1	6	1.2	8	108	3	-10	-5	-2	-2	2	nt
Cc1noc(C)c1NC(=O)Nc1cccc2c1O[C@H](CN(C)C(=O)Nc1ccccc1)[C@@H](C)CN([C@H](C)CO)C2=O	-3	1.2	-2	103	3	-24	-2	5	-43	43	nt
CCOC(=O)Cc1[nH]nc2c1C(c1ccoc1)C(C#N)=C(N)O2 (configuration not stated)	3	-6.5	10	104	0	8	10	-8	19	-19	3
O=C(c1ccc(F)cc1)N(Cc1ccccc1)C1CCS(=O)(=O)C1 (configuration not stated)	-1	1.8	6	100	-14	-1	-4	1	23	-23	1
Cc1ccc(N2CC(C(=O)Nc3ccc(S(=O)(=O)N4CCOCC4)cc3)CC2=O)cc1Cl (configuration not stated)	-9	-0.4	-4	98	-17	4	-5	10	-3	3	-2
N[C@@H](Cc1ccccc1)C(=O)N1CCC(C(=O)N[C@@H](Cc2c[nH]c3ccccc23)C(=O)O)CC1	6	-2.4	34	104	-20	-2	12	3	-2	2	-1
COc1ccc(NC(=O)c2cccs2)cc1NC(=O)c1ccco1	6	0.3	2	110	7	4	-7	-2	-44	44	-2
COc1cc(OC)c(-c2nc(-c3ccncc3)no2)cc1OC	nt	-1.5	-6	122	10	0	-1	21*	-25	25	-2
CSc1ccccc1NC(=S)N/N=C/c1cccn1Cc1ccc(F)cc1	6	-2.7	-9	93	44	-6	-4	-17	-37	37	nt
CCCOC(=O)c1[nH]c2c(c1C)C(=O)CC(c1ccc(OC)c(OC)c1)C2 (configuration not stated)	-9	nt	0	93	nt	-15	0	5	-10	10	-3
COc1ccc(C(=O)O/N=C(\N)c2ccc(OC)c(OC)c2)c(OC)c1	54	-0.3	2	92	-23	-12	-5	-19	-66	66	4
CSc1ccccc1NC(=O)CN(C)C(=O)C1CC(=O)N(C(C)c2ccccc2)C1 (configuration not stated)	-1	0.4	-8	103	-7	4	-2	0	18	-18	5
CC(Sc1ncn[nH]1)C(=O)Nc1ccc(Cl)cn1 (configuration not stated)	-10	1.2	-18	94	9	-9	0	1	-11	11	-1
Cn1c(=O)c2cc(S(=O)(=O)Nc3cc(C(=O)O)cc(C(=O)O)c3)ccc2n(C)c1=O	-10	-1.6	4	99	-3	0	-1	2	12	-12	6
CCN1CCN(Cc2ccc(NC(=O)c3cc(NC(=O)c4cc(C)on4)cc(OC)c3)cc2C(F)(F)F)CC1	-48	0.4	2	114&106	-12	-15&1	-1&4	-12	1	-1	nt
O=C(COC(=O)c1cc(=O)[nH]c2ccccc12)Nc1nc(-c2ccccc2)cs1	51	-2.3	27	103	2	-5	3	55*	nt	nt	-4
N#CC(c1ccc(O)cc1)N1CCN(C(C#N)c2ccc(O)cc2)CC1 (configuration not stated)	2	-5.5	-4	nt	nt	-14	-1	0	-4	4	-2
O=C(COC(=O)/C=C/c1ccc(S(=O)(=O)N2CCOCC2)cc1)NCc1ccc2c(c1)OCO2	-4	0.8	0	94	1	3	-9	-2	4	-4	4
COC(=O)CNC(=O)C1(C)C=CCN1C(=O)c1ccccc1 (configuration not stated)	59	1.5	12	107	4	-1	-2	4	10	-10	nt
Cc1cc(C)c(C#N)c(SCC(=O)Nc2cc(C)on2)n1	?	-1.3	16	98	28	4	-6	1	-2	2	-2
CCCOc1ccc(C(C)=O)cc1CC(C(=O)OCC)C(=O)OCC	nt	-0.2	26	nt	466	-4	1	2	30	-30	-11
Cc1ccc2c(c1)C(c1ccc(F)cc1)N(C(=O)c1ccccc1Br)CC(=O)N2 (configuration not stated)	4	-1.9	2	101	1	13	-8	-18	13	-13	-1
CCOC(=O)N1CCN(C(=O)CNC(=O)c2nn(-c3ccc(OC)cc3)c(=O)c3ccccc23)CC1	25	1.0	20	96	-13	2	1	-10	-31	31	nt
O=C(Nc1nccs1)C1CC(=O)N(CCc2ccc(F)cc2)C1 (configuration not stated)	-1	-3.2	30	112	63	-4	-2	1	nt	nt	3
COc1ccccc1C(=O)NC1CC(C)(C)NC(C)(C)C1	-2	-0.1	-9	110	-21	-5	-2	-13	11	-11	-2
CC1Sc2ccc(S(=O)(=O)CCC(=O)Nc3ccccn3)cc2NC1=O (configuration not stated)	0	2.6	2	106	311	2	-1	-7	8	-8	10
O=[N+]([O-])c1cccc(CN2CCN(c3cccc4[nH]ccc34)CC2)c1	-2	1.7	17	111	13	-5	-3	8	2	-2	10
CCOC(=O)C1CCN(S(=O)(=O)c2cc(Cl)c(C)cc2OC)CC1	-2	1.0	2	112	8	-8	-2	-3	-30	30	-4
Cc1cc(C)cc(Oc2ccc(N)cc2)c1	-21	0.4	-9	103	117	-2	5	-3	-9	9	2
CC(=O)Oc1cccc(N2C(=O)c3ccc(C(=O)O)cc3C2=O)c1	nt	-2.1	0	106	-3	-4	-7	5	8	-8	0
Cc1ccc(C)c(SCC(=O)c2ccc[nH]2)c1	12	-2.6	-3	103	-3	-14	1	-2	13	-13	4
CC(C)Cc1nnc(NC(=O)Cc2cccs2)s1	13	0.7	-5	103	6	1	-3	-12	-7	7	1
COc1cc(OC)c(NC(=O)c2cc3ccccc3cc2O)cc1Cl	-1	-0.6	27	118	nt	2	0	-7	-94	94*	-3
C#CCOCCOCCOCCNc1nc(N2CCN(C(=O)CCCCCCCCCCNC(=O)Cn3cc(CCCCCN)nn3)CC2)nc(N2CCN(C(=O)CCCCCCCCCCNC(=O)Cn3cc(CCCCCN)nn3)CC2)n1	3	1.5	-4	112	-8	-4	-12	-288	28	-28	nt
Cn1nc(C(F)(F)F)cc1C(=O)O	-9	-2.4	45	100	10	3	-4	5	12	-12	-2
CCCCn1nc2cc(C(=O)NCc3cc(C(F)(F)F)cc(C(F)(F)F)c3)ccc2c1OCC	1	0.6	2	111	4	-3	-11	6	-34	34	nt
CN(C)c1ccc(N/C=C/C(=O)c2ccccc2)cc1	-10	4.7	8	101	-17	-17	-18	2	-18	18	0
COC(=O)CSc1nnc(C)n1-c1ccc(C)cc1	4	0.3	-7	103	-7	-12	-2	-3	12	-12	-4
CC(C)NC(=S)NNc1nc2ccccc2s1	-7	1.9	6	106	-24	2	1	-4	2	-2	-7
O=C1CN(c2nc(-c3cccnc3)nc3scc(-c4ccccc4)c23)CCN1	-6	-3.4	-13	117	-18	1	-4	-3	-9	9	-5
COc1cccc(N2CCN(C(=S)Nc3ccc(C)cc3C)CC2)c1	-3	0.6	9	90	-13	-5	3	9	7	-7	-1
O=C(O)Cn1c(SCc2ccccc2)nc2ccccc21	2	-0.1	34	103	-4	0	6	-1	14	-14	0
O=C(NCc1cccnc1)c1cc(-c2cccs2)on1	24	-1.5	24	95	-8	-16	-6	-6	-22	22	-12
CN(C)c1ccc(NC(=O)C[n+]2ccccc2)cc1	1	-0.3	5	102	4	4	7	9	19	-19	1
O=C(/C=C/c1ccco1)NC(=S)Nc1ccccc1Br	nt	-1.6	10	123	-3	-9	-7	-2	-19	19	1
Cc1c(NC(=O)CN2C(=O)c3cccc4cccc2c34)c(=O)n(-c2ccccc2)n1C	-4	-0.7	2	100	27	-11	5	-5	3	-3	1
CC1CN(C(=O)CCNC(=O)c2ccccc2Cl)CC(C)O1 (configuration not stated)	1	2.3	-1	102	3	-5	0	1	16	-16	0
O=C(O)CCC(=O)N1N=C(c2cccs2)CC1c1cccc([N+](=O)[O-])c1 (configuration not stated)	-10	2.7	10	108	-27	7	12	-7	14	-14	1
CC1(C)CC(=O)C(C(=O)c2ccccc2)C(=O)C1	0	-0.1	17	102	-15	-2	-10	2	8	-8	-5
O=C(CCl)Nc1cccc(CP(=O)(c2ccccc2)c2ccccc2)c1	nt	-2.2	4	100	-2	5	2	-4	13	-13	8
Cc1cc(/C=C2\SC(=S)NC2=O)c(C)n1-c1cccc(O)c1	69	0.1	6	101	-3	-3	-10	-13	nt	nt	43
COc1cc(CNCc2ccc(SC)cc2)cc(OC)c1	12	nt	-7	97	1	-16	2	1	31	-31	2
Cc1ccc(-c2cc(C(=O)OCC(=O)Nc3cc(C)on3)c3ccccc3n2)c(C)c1	-4	-1.4	-10	100	6	3	-1	-5	-33	33	-12
COc1ccccc1NC(=O)Nc1nc(CC(=O)N2CCN(c3ccccc3)CC2)cs1	2	-0.7	1	99	0	1	-2	6	-71	?	3
COc1ccc(-c2cc(C(=O)NC(C(=O)O)C(C)C)c(C)o2)cc1OC (configuration not stated)	31	-0.1	14	nt	2	-7	8	-6	-12	12	nt
CCN(CC)CCN(Cc1cc2cc3c(cc2[nH]c1=O)OCO3)C(=S)NCc1ccco1	-8	0.0	-2	102	nt	0	0	6	-27	27	13
